Jurkat NFkB inh: inhibitors of the PMA/ionomycin-induced NF-kB reporter in Jurkat cells. PMA/ionomycin-induced NF-kB luciferase reporter, luminescence. inhibition, % at 4 µM. 330,000 compounds, 0.53% hits; in the data active = inhibition above about 50%
XBP1 UPR activ: adaptive UPR (XBP1) activation; CHO-XBP1 luciferase reporter, IRE1-XBP1 UPR activation, luminescence; percent of tunicamycin response, DMSO as zero; activation, % at 20 µM; 330,000 compounds, 0.33% hits; AID 463104;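 active = versus positive control, 20 µM dose yields 30% or more activation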;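 note: 100% = tunicamycin at 10 µg/mL and 0% = DMSO only wells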
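incubation = overnight seeding at 37 °C, 6 h compound treatment at 37 °C | assay system = CHO-XBP1 cells stably carrying IRE1-XBP1-driven luciferase reporter | input = 1000 cells per well | detection = luciferase luminescence | dosing = single point, 20 µM final compound, 1% DMSO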
Mdm2-MdmX inh: inhibitors of human Mdm2/MdmX interaction. O15151+Q00987. SaOS-2 split-luciferase Mdm2/MdmX complementation, luminescence. inhibition, % at 8 µM. 330,000 compounds, 3% hits. AID 485346;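 active = inhibition of at least 50% at 8 µM in the primary screen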
Target sequence (O15151 whole entry, looked up): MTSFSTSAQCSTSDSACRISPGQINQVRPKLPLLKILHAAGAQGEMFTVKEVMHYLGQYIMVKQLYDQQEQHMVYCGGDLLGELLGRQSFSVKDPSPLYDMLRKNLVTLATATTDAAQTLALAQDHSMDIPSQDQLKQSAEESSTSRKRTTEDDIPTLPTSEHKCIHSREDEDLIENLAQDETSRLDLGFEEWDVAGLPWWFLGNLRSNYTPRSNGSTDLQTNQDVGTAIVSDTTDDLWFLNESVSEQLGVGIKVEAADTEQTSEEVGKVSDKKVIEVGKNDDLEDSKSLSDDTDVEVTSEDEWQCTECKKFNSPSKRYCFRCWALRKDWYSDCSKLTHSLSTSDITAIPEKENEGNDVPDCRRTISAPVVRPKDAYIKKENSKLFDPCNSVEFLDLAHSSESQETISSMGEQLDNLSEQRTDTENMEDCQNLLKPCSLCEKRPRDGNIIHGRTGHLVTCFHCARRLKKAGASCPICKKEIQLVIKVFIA
Target sequence (Q00987 whole entry, looked up): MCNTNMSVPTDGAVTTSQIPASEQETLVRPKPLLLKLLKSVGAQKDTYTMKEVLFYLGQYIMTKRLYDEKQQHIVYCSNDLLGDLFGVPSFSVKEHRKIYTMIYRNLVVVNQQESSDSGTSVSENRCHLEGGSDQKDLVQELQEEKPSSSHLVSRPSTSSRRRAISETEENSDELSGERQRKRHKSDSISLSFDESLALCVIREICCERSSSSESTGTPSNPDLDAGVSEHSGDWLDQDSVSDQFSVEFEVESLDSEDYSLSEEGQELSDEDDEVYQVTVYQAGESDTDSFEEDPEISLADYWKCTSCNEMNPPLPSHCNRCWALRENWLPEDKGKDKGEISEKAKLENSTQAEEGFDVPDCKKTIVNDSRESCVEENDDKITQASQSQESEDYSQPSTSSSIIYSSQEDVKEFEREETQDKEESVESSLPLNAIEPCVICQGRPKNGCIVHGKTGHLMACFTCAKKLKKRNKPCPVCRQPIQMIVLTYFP
tim23-1 inh: inhibits growth of tim23-1 mutant yeast. AID 463212. S. cerevisiae tim23-1 growth, BacTiter-Glo luminescence, 24 h. inhibition, % at 20 µM. 330,000 compounds, 1.3% hits;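 active = growth inhibition of the mutant yeast at or above 50%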;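 note: temperature-sensitive mutant grown at 25 °C; plate controls were DMSO-treated mutant yeast for no effect and medium wells lacking yeast for full effect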
tim10-1 inh: inhibits growth of tim10-1 mutant yeast | 330,000 compounds, 2.2% hits | AID 463190 | S. cerevisiae tim10-1 ts strain growth, BacTiter-Glo, 24 h | inhibition, % at 20 µM;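 active = inhibition of at least 40%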;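 note: mutant grown at 25 °C; 0% = DMSO wells with yeast and 100% = wells holding no yeast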
CHOP UPR activ: apoptotic UPR (CHOP) activation. CHO-CHOP luciferase reporter, luminescence; percent of tunicamycin response over DMSO baseline. activation, % at 10 µM. AID 449763. 330,000 compounds, 0.34% hits;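 active = at 10 µM dose, activation of 40% or more, normalized to positive control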;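 note: 100% = tunicamycin at 10 µg/mL and 0% = DMSO alone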
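Material: CHO-CHOP cells, stable luciferase reporter of PERK-eIF2a-CHOP signalling; quantity: 500 reporter cells seeded per well; buffer or medium: F12 medium containing 10% fetal bovine serum; compound: one dose, 10 µM in 0.5% DMSO; incubation: 6 h compound treatment, 37 °C; measured by: Steady-Glo luciferase luminescence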
TIM10 inh: TIM10 yeast growth inhibition; inhibition, % at 10 µM; 330,000 compounds, 1.4% hits; S. cerevisiae TIM10 strain growth, BacTiter-Glo luminescence, 24 h;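 active = inhibition of 40% or more at the single tested concentration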;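 note: wild-type TIM10 isogenic control strain grown at permissive 25 °C; 0% = DMSO yeast wells and 100% = minimal medium wells without yeast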
697 NFkB inh: lowers PMA/ionomycin-induced NF-kB signal in 697 B cells. 697 B-cell NF-kB luciferase reporter, 16 h. inhibition, % at 4 µM. 330,000 compounds, 0.33% hits; in the data active = inhibition above about 35%
* = called active by the depositor.

SMILES	Jurkat NFkB inh	XBP1 UPR activ	Mdm2-MdmX inh	tim23-1 inh	tim10-1 inh	CHOP UPR activ	TIM10 inh	697 NFkB inh
Cc1ccc(NC(=O)CSc2nnc3ccccn23)cc1S(=O)(=O)N1CCOCC1	10	-3	-5	4	-2	1.2	8	5
CCOC(=O)N1CCN(Cc2nc(-c3ccccc3)no2)CC1	-8	1	-33	10	15	2.5	-3	-6
Cc1cc(/C=N/NC(=O)CC#N)c(C)n1-c1ccc([N+](=O)[O-])cc1	7	2	-10	9	8	-0.5	-9	32
COc1cccc(C(=O)Oc2ccc3ccc(O)cc3c2)c1	-1	-2	0	57*	43*	7.8	34	13
Cc1nnc(NC(=O)c2ccc3c(c2)OCO3)s1	-22	-1	-48	20	16	5.4	-3	-65
CCN1CCCC1CN(Cc1cc2ccc(C)cc2[nH]c1=O)C(=S)Nc1ccc(OC)cc1OC (stereo not drawn)	-6	1	-8	11	27	-1.6	9	-4
COc1ccc(C(=O)OCC(=O)N2C(C)CCCC2C)cc1S(=O)(=O)N1CCOCC1 (stereo not drawn)	9	-2	10	10	13	-0.4	0	7
COC(=O)CCC(=O)Nc1ccc(N=Nc2ccccc2)cc1	-45	4	-1	4	7	2.6	-9	-26
COc1cccc2oc3ccc(C#CC4(N)CCCCC4)cc3c(=O)c12	-87	18	96*	10	36	8.7	24	-82
Cc1cccc(Cc2nnc(CCC(=O)N(C)CCc3ccccc3)o2)c1	-100	-1	-54	19	23	5.3	12	-107
CCc1cc2c(=O)[nH]c(Cc3ccc(OC)cc3)nc2s1	0	-3	-12	19	4	1.8	12	-14
CCn1c(N)c(C(=O)NCCCOC)sc1=S	-9	2	1	10	15	-2.6	-7	-13
COc1cccc(C(=O)CC(=O)C(=O)Nc2cc(OC)c(OC)c(OC)c2)c1	6	-6	3	17	3	-1.9	-19	2
CCc1cccc(CC)c1-n1c(SCn2nnc3ccccc3c2=O)nnc1-c1cccnc1	0	-2	-10	40	32	1.2	24	-17
COc1ccc(CNC(=O)CS(=O)Cc2nc(-c3ccc(C)cc3)oc2C)cc1 (stereo not drawn)	-3	1	15	17	24	-2.7	10	-9
CNC(=O)CSc1nnc(-c2ccccc2)n1C	-7	-5	16	6	-4	-2.3	5	3
CC1(C)C2CCC(C2)C1(C)NC(=O)CNC1CCCCC1 (stereo not drawn)	-14	-2	31	21	24	-1.5	-7	-16
CC(Sc1nn(-c2ccc(F)cc2)c(=S)s1)C(=O)c1c(N)n(C)c(=O)n(C)c1=O (stereo not drawn)	-8	-6	27	9	15	0.5	-7	-22
CCC(C)NC(=O)c1ccc(COc2ccccc2Cl)cc1 (stereo not drawn)	-29	2	7	24	24	1.7	12	-34
CC1(C)CC(=O)C/C(=N/NC(=O)c2ccc(-c3ccccc3)cc2)C1	2	-2	8	13	7	-1.1	9	30
COCCN(C(=O)c1ccc(C#N)cc1)c1c(N)n(Cc2ccccc2)c(=O)[nH]c1=O	6	-3	10	3	-15	0.3	5	14
O=C(O)c1ccc(CNCc2ccccc2Cl)cc1	-11	0	3	13	9	-5.0	-13	10
Cc1ccc(C)c(OCC(=O)Nc2ccc(N3CCOCC3)cc2N2CCOCC2)c1	8	1	18	32	6	1.8	10	11
COc1ccc2c(c1)CCCN2S(=O)(=O)c1ccc(Cl)cc1	9	-4	29	23	19	-0.1	-14	0
CCCCC1CCC(C(=O)N(CC(C)C)c2c(N)n(CCCC)c(=O)[nH]c2=O)CC1 (stereo not drawn)	1	39*	46	11	-1	32	-2	-8

Reprinted from the part before: 5 compounds; new compounds follow.
SMILES	Jurkat NFkB inh	XBP1 UPR activ	Mdm2-MdmX inh	tim23-1 inh	tim10-1 inh	CHOP UPR activ	TIM10 inh	697 NFkB inh
COCCN(C(=O)c1ccc(C#N)cc1)c1c(N)n(Cc2ccccc2)c(=O)[nH]c1=O	6	-3	10	3	-15	0.3	5	14
O=C(O)c1ccc(CNCc2ccccc2Cl)cc1	-11	0	3	13	9	-5.0	-13	10
Cc1ccc(C)c(OCC(=O)Nc2ccc(N3CCOCC3)cc2N2CCOCC2)c1	8	1	18	32	6	1.8	10	11
COc1ccc2c(c1)CCCN2S(=O)(=O)c1ccc(Cl)cc1	9	-4	29	23	19	-0.1	-14	0
CCCCC1CCC(C(=O)N(CC(C)C)c2c(N)n(CCCC)c(=O)[nH]c2=O)CC1 (stereo not drawn)	1	39*	46	11	-1	32	-2	-8
COc1cccc(NC(=O)c2ccccc2NC(=O)c2ccncc2)c1	-12	2	14	26	21	3.8	20	10
Cc1ccccc1NC(=O)CSc1ccc(-c2ccc(-n3cccn3)cc2)nn1	-16	5	17	-1	-10	7.1	-2	14
COc1ccc2cc(C(=O)C3CCCN(C(=O)c4cc(=O)n(C)c(=O)n4C)C3)ccc2c1 (stereo not drawn)	4	-1	9	16	20	-1.2	13	-3
CCC(Oc1ccccc1)C(=O)Nc1ccc(S(=O)(=O)Nc2cnc3ccccc3n2)cc1 (stereo not drawn)	-18	2	-6	8	5	0.1	-5	-9
CCN1CCN(c2ccc(NC(=O)c3cc4ccccc4cc3OC)cc2C)CC1	-127	2	47	36	23	7.1	31	-37
O=C(Oc1ccccc1)c1ccc2nccnc2c1	7	2	-19	-2	10	1.8	-15	14
CSc1ncccc1C(=O)Nc1nc2ccc(F)cc2s1	-49	-1	19	14	19	1.4	27	-41
Cc1csc(NC(=O)c2cnc3ccccc3n2)n1	-88	-10	-32	8	17	-3.5	21	-166
CC1CN(Cc2csc(-c3ccc(Cl)cc3)n2)CC(C)O1 (stereo not drawn)	-27	1	7	20	2	3.6	5	-43
Cc1ccc(C(=O)N2CCC3(CC2)Oc2ccc(F)cc2C(=O)C32CC(c3ccccc3)=NO2)s1 (stereo not drawn)	11	-1	17	33	30	1.5	25	1
CCOC(=O)c1cnc2c(F)ccc(F)c2c1Sc1ccccc1	2	5	-2	15	16	5.5	22	4
COc1cccc(-c2nc(CS(=O)(=O)CC(=O)NCCCc3ccccc3)c(C)o2)c1	-2	-6	28	15	-10	-0.6	5	-17
COCCNC(=O)C(c1ccc(C)o1)N(Cc1cccs1)C(=O)c1snc(C(N)=O)c1N (stereo not drawn)	-2	-3	-21	22	-2	-1.1	12	-8
NC(=O)CCC(NS(=O)(=O)c1ccc(Cl)cc1)C(=O)NCc1ccc(Cl)cc1 (stereo not drawn)	5	-1	17	5	5	-0.3	-2	-4
O=S(=O)(c1ccc(SCc2ccccc2)nc1)N1CCCC1	-6	-1	0	29	13	1.0	9	-12
Cc1cccc(NC(=O)CCn2cnnn2)c1	8	0	-8	9	6	-0.9	3	10
CC(=O)Nc1ccc(Nc2cc(C)nc3c(-c4ccc(Cl)cc4)cnn23)cc1	-106	-1	81*	-94	-22	5.9	-35	-110
CCOc1cc(/C=C2\C(=N)N3N=C(N4CCCCC4)SC3=NC2=O)ccc1OC(=O)c1ccco1	5	-2	8	21	17	1.3	15	11
COc1ccc2oc(=O)c(C(=O)C[n+]3cccc(C)c3)cc2c1	-3	-4	-8	7	3	1.4	24	15
CCOc1cc(NC(=S)NCCCN2CCOCC2)c(OCC)cc1NC(=O)c1cccc(F)c1	1	-3	-6	13	6	0.8	4	12
CCOc1cc(/C=C2\SC(=NC)N(C)C2=O)c(Br)cc1OC(C)=O	-1	3	33	29	34	-0.3	82*	-2
Cc1csc2nc(CNC(=O)c3ccco3)cn12	-54	1	-45	21	15	0.4	-7	-60
COc1ccc(NC(=O)COc2ccccc2)cc1NC(=O)c1ccco1	2	-4	8	30	23	2.3	-3	3
O=c1[nH]c(/C=C\c2ccccc2F)nc(O)c1[N+](=O)[O-]	9	-5	-11	9	7	-2.5	-9	-15
CC1CC(C)CN(C(=O)c2ccc3c(=O)n(Cc4ccc5c(c4)OCO5)c(=S)[nH]c3c2)C1 (stereo not drawn)	9	-2	6	3	12	-0.9	13	-22

The final two records of the section before open the next one.
SMILES	Jurkat NFkB inh	XBP1 UPR activ	Mdm2-MdmX inh	tim23-1 inh	tim10-1 inh	CHOP UPR activ	TIM10 inh	697 NFkB inh
O=c1[nH]c(/C=C\c2ccccc2F)nc(O)c1[N+](=O)[O-]	9	-5	-11	9	7	-2.5	-9	-15
CC1CC(C)CN(C(=O)c2ccc3c(=O)n(Cc4ccc5c(c4)OCO5)c(=S)[nH]c3c2)C1 (stereo not drawn)	9	-2	6	3	12	-0.9	13	-22
COCc1cc(C)nc(SCC(=O)Oc2ccc(Cl)cc2)c1C#N	-11	0	-9	11	28	1.9	-17	-16
CCC(=O)c1ccc(-c2ccccc2)cc1	-28	1	-7	7	3	1.0	-6	-23
Cc1onc(-c2ccccc2Cl)c1C(=O)N1CCN(C(=O)c2ccco2)CC1	-3	1	18	21	18	-3.5	5	9
COc1ccc(CNC(=O)Cn2nc(C(F)(F)F)c3c2CCC3)cc1	3	0	20	28	42*	-0.9	21	-17
COC(=O)c1ccc(NC(=O)c2ccc3nccnc3c2)cc1	-9	-5	17	-2	-9	6.2	3	0
CCOc1ccc(N(CC(=O)N/N=C/c2cc(Br)c(C)o2)S(C)(=O)=O)cc1	12	-1	20	2	-2	-0.2	17	14
Cc1ccc(S(=O)(=O)NCc2ccccc2)cc1C(=O)NCC(C)(C)N1CCOCC1	8	-1	25	-12	-19	2.2	-7	9
O=C(CN1CCCN(S(=O)(=O)c2ccc(Br)s2)CC1)Nc1ccc(Cl)cc1	-10	-2	13	27	25	-1.2	24	21
CCC(=O)N1CCN(c2ccc(Cl)cc2NC(=O)c2ccc(N3CCCC3)c([N+](=O)[O-])c2)CC1	7	-2	20	-7	-13	0.5	-28	-14
Cc1nc(-c2ccc(S(=O)(=O)N3CCN(CCc4ccccc4)CC3)s2)cs1	0	-1	20	-10	10	-1.0	8	4
O=C(CCCC(=O)N(CC(=O)NC1CCCC1)Cc1ccccc1Cl)Nc1ccccn1	-1	-4	7	13	15	-0.5	6	7
C[C@@H](NC(=O)[C@@H]1Cc2ccccc2CN1)C(=O)Nc1ccc2c(c1)OCCO2	-26	-3	-5	3	-9	1.0	9	-59
COc1cccc(/C=C/C(=O)OCC(=O)N2CCN(S(=O)(=O)c3ccc(Cl)cc3)CC2)c1	-6	1	-13	-6	-4	1.3	6	-35
Cc1cccc(NC(=O)c2oc3c(c2C)C(=O)CC(C)(C)C3)n1	-16	3	-18	-4	-8	-0.4	16	2
CC(/C=C/c1ccccc1)=N\NC(=O)c1cc(C)nc2ccccc12	3	-1	3	10	24	-0.6	6	-13
Cc1c(C)n(CCC(=O)O)c2ccccc12	-4	0	-16	-6	3	-0.8	0	15
CC(C)C(=O)NC(=S)Nc1ccc(CN2CCOCC2)cc1	3	2	-12	5	3	0.8	2	0
CC1(C)CC(=O)c2cnc(NC(=O)CCc3ccccc3)nc2C1	-1	3	6	13	15	1.1	5	6
CC(C)c1ccc(NC(=O)C2CCN(S(C)(=O)=O)CC2)cc1	-11	1	-12	9	23	2.3	-8	-1
CCn1c(SCc2ccc(C#N)cc2)nnc1-c1ccc(S(=O)(=O)N2CCCCC2)cc1	14	-1	31	15	25	-1.0	25	-13
CCCCn1c(N)c(N(CC(C)C)C(=O)CCC2CCCCC2)c(=O)[nH]c1=O	4	2	21	8	5	2.2	7	-12
CC(NC(=O)c1ccccc1)c1nnc(SCC(=O)NC2=NCCS2)n1C (stereo not drawn)	2	-7	13	16	7	1.4	-1	19
O=c1c(Cc2ccc(F)cc2)c(O)ccn1Cc1ccco1	11	-1	9	-1	-1	-1.3	-4	12
C=CCNc1oc(-c2ccc(OC)cc2)nc1C#N	-55	2	-69	19	11	3.8	1	-34
CNC(=O)/C(C#N)=C/c1cn(CC(=O)NCc2ccco2)c2ccccc12	-13	-2	15	24	10	0.0	-8	-3
O=C(NCc1ccccn1)C1CC(c2ccc(F)cc2)=NO1 (stereo not drawn)	-18	2	-31	-3	2	3.4	9	-4
CCc1nnc(NC(=O)[C@@H](NC(=O)c2cccc(S(=O)(=O)N3CCOCC3)c2)C(C)C)s1	-7	2	-30	11	5	-1.1	4	7

High-throughput results deposited in PubChem by Sanford-Burnham Center for Chemical Genomics.
